TAAR1 antagonist: antagonists of human TAAR1. AID 624466. CHO RD-HGA16 TAAR1, Fluo-8 calcium fluorescence, antagonist. Q96RJ0. inhibition, % at 3 µM. 1.5% of 360,000 active;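 active means inhibition above a per-plate cutoff, the mean inhibition of test compounds on that plate plus 3 SD, cut at about 49% in these data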;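 further: 0% = DMSO plus EC80 beta-PEA response and 100% = DMSO alone without agonist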
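Test system – hTAAR1-expressing CHO RD-HGA16 cells, Gα16-coupled · Reagent – β-PEA at EC80 concentration, post-compound challenge · Compound dosing – 3 µM, single point · Timing – 140 s kinetic read after compound, 140 s after agonist · Detection – Fluo-8 intracellular calcium dye fluorescence, real-time kinetic reads · Control set – DMSO and EC80 PEA controls · Repeats – n of 1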
OXTR potentiator: potentiators of human oxytocin receptor; P30559; CHO-OTR cells, Fluo-8 calcium fluorescence, potentiator mode; 0% = oxytocin EC15, 100% = EC100; activation, % at 3 µM; 0.061% of 320,000 active;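 active means activation above that plate's cutoff, the mean activation of tested compounds plus 3 SD, cut at about 6.6% in these data, passing the limit was not always enough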;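 further: 100% uses oxytocin at 75 nM as the full agonist control; some results filed as inactive read as strong as hits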
Target sequence (P30559 whole entry, looked up): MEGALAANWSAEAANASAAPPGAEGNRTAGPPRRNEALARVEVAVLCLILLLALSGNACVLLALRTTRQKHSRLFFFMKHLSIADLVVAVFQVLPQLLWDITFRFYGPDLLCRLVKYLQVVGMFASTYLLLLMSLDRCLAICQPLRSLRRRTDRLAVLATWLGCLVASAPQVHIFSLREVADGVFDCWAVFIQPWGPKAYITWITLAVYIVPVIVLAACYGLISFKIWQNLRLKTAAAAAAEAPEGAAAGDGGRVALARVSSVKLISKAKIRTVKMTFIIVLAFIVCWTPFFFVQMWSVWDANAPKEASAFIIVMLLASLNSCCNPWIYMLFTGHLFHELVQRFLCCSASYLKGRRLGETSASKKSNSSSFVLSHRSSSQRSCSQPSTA
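Assay system: CHO cell line stably expressing human OTR | Also added: Oxytocin at about EC15, sub-maximal agonist stimulus | Times: Compound 6 min at room temperature before oxytocin, 100 s read | Measured by: Fluo-8 intracellular calcium fluorescence, ex 470-495, em 515-575 nm | Controls: EC15 oxytocin alone as 0%, 75 nM oxytocin as 100%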
V1aR counter: counter-screen for oxytocin receptor agonists: human V1a receptor agonists; 0.25% of 320,000 active; AID 2797; activation, % at 3 µM; CHO-V1R cells, Fluo-8 calcium fluorescence, agonist mode; 0% DMSO, 100% 3 nM vasopressin; P37288;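 active means activation above the mean activation of all tested compounds plus 3 SD, per screening run, cut at about 20% in these data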;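 further: signal is peak over basal fluorescence ratio across a 100 second FLIPR read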
Target sequence (P37288 whole entry, looked up): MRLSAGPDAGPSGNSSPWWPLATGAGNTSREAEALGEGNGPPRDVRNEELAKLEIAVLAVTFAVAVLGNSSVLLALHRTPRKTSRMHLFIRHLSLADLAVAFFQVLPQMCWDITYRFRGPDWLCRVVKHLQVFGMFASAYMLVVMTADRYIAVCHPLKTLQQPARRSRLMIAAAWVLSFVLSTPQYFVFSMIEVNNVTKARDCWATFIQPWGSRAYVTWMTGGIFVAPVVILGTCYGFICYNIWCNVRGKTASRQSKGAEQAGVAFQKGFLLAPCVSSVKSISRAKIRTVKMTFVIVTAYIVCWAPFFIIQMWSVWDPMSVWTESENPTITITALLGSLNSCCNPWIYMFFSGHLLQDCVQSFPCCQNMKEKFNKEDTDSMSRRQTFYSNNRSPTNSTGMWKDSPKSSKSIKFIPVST
OXTR agonist: human OXTR agonism | P30559 | CHO-OTR cells, Fluo-8 calcium fluorescence; normalized: DMSO 0%, oxytocin 100% | activation, % at 3 µM | 0.32% of 320,000 active | AID 2435;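 active means activation above the mean of all tested compounds plus 3 SD, cutoff set per screening run, cut at about 20% in these data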;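 further: peak over basal fluorescence ratio from a 100 s FLIPR kinetic read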
M1 ag parental: nonselective activator or artifact in parental CHO-K1 cells; Fluo-8 calcium fluorescence; scaled to maximal ATP response, vehicle zero; activation, % at 3 µM; 0.48% of 360,000 active; AID 602248; in the data active means activation above about 15%;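 further: untransfected CHO-K1 host cells lacking M1 receptor as counterscreen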
CHO parental Ca: counter-screen: ATP calcium response change in parental CHO cells. parental CHO-K1, ATP-induced calcium, Fluo-8 fluorescence. 0.63% of 330,000 active. inhibition, % at 5.6 µM;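 active means inhibition above that plate's mean sample inhibition plus 3 SD, cut at about 26% in these data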;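 further: 0% = ATP-challenged DMSO wells and 100% = DMSO wells without ATP; some compounds past the cut are filed as inactive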
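Material – parental CHO cells · Reagent – ATP stimulus · Compound – single nominal dose of 5.6 µM per compound · Detection – Fluo-8 fluorescence · Read-out basis – percent inhibition of calcium signal · Controls – ATP-challenged DMSO wells low, unchallenged DMSO wells high · Repeats – no replicates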
CHO-K1 Ca antag: nonselective inhibitor or artifact in parental CHO-K1 cells | ATP-induced calcium, Fluo-8 fluorescence | inhibition, % at 3 µM | 0.6% of 360,000 active | AID 602250;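 active means inhibition above a per-plate cutoff, the plate's mean sample inhibition plus 3 SD, cut at about 24% in these data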;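 further: 0% = DMSO plus EC80 ATP and 100% = DMSO alone without ATP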
CHO-K1 Ca PAM: nonselective activator or artifact in parental CHO-K1 calcium assay | 0.02% of 360,000 active | ATP EC20, Fluo-8 calcium fluorescence; 0% at ATP EC20, 100% at ATP max | activation, % at 3 µM;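 active means activation above the run cutoff, the mean activation of all test compounds plus 3 SD, cut at about 40% in these data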;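 further: peak over basal fluorescence ratio in a 140 s read after ATP addition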
GPR7 antag: blocks human GPR7 receptor signaling; P48145; GPR7-expressing cells, fluorescence antagonist assay; inhibition, % at 4.4 µM; 1.1% of 290,000 active; AID 1861; in the data active means inhibition above about 16%, passing the limit was not always enough;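 further: cells stimulated with the agonist NPW; 0% = agonist with vehicle and 100% = vehicle without agonist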
* = called active by the depositor.

The opening three entries, ahead of the listing:
Screening Cc1cccc(OCC(=O)Nc2sc3c(c2C#N)CCC3)c1 returned TAAR1 antagonist 0, OXTR potentiator -4, V1aR counter -0.2, OXTR agonist -1.9, M1 ag parental 0.3, CHO parental Ca -15, CHO-K1 Ca antag -6, CHO-K1 Ca PAM 14 and GPR7 antag -7.
`COc1cccc(C2=NOC(C(=O)Nc3ccc(OC)c(OC)c3)C2)c1` (stereo unspecified) gave TAAR1 antagonist -3, OXTR potentiator -5, V1aR counter 2.2, OXTR agonist 3.6, M1 ag parental 3.9, CHO parental Ca -4, CHO-K1 Ca antag -9, CHO-K1 Ca PAM 20 and GPR7 antag -13.
`COc1cccc(N2C(=O)CN(Cc3ccccc3)C2=S)c1` gave TAAR1 antagonist -21, OXTR potentiator -15, V1aR counter -0.3, OXTR agonist -0.6, M1 ag parental 0.7, CHO parental Ca -7, CHO-K1 Ca antag -8, CHO-K1 Ca PAM -2 and GPR7 antag 12.

The list itself (from the top)
Screening Cc1cccc(OCC(=O)Nc2sc3c(c2C#N)CCC3)c1 returned TAAR1 antagonist 0, OXTR potentiator -4, V1aR counter -0.2, OXTR agonist -1.9, M1 ag parental 0.3, CHO parental Ca -15, CHO-K1 Ca antag -6, CHO-K1 Ca PAM 14 and GPR7 antag -7.
`COc1cccc(C2=NOC(C(=O)Nc3ccc(OC)c(OC)c3)C2)c1` (stereo unspecified) gave TAAR1 antagonist -3, OXTR potentiator -5, V1aR counter 2.2, OXTR agonist 3.6, M1 ag parental 3.9, CHO parental Ca -4, CHO-K1 Ca antag -9, CHO-K1 Ca PAM 20 and GPR7 antag -13.
`COc1cccc(N2C(=O)CN(Cc3ccccc3)C2=S)c1` gave TAAR1 antagonist -21, OXTR potentiator -15, V1aR counter -0.3, OXTR agonist -0.6, M1 ag parental 0.7, CHO parental Ca -7, CHO-K1 Ca antag -8, CHO-K1 Ca PAM -2 and GPR7 antag 12.
Cc1ccc(C(=O)C(C)OC(=O)Cc2c[nH]c3ccccc23)cc1 (stereo unspecified) was read as TAAR1 antagonist -6, OXTR potentiator -4, V1aR counter -0.6, OXTR agonist -2.2, M1 ag parental 0.3, CHO parental Ca -2, CHO-K1 Ca antag 1 and CHO-K1 Ca PAM -2.
For COC(=O)c1ccc(CNC(=O)C2CCC(=O)N(Cc3cccc(F)c3)C2)cc1 (stereo unspecified) the results were TAAR1 antagonist -7, OXTR potentiator 5, V1aR counter 0.6, OXTR agonist 1.1, M1 ag parental 0.4, CHO parental Ca -24, CHO-K1 Ca antag 7, CHO-K1 Ca PAM -21 and GPR7 antag -8.
Screening O=C(COC(=O)c1cc(Cl)nc(Cl)c1)NC1CCCCCC1 returned TAAR1 antagonist -13, OXTR potentiator -7, V1aR counter -0.5, OXTR agonist -0.8, M1 ag parental 0.2, CHO parental Ca -6, CHO-K1 Ca antag 3 and CHO-K1 Ca PAM -2.
CC(OC(=O)/C=C/c1ccccc1)C(=O)N1CCc2ccccc21 (stereo unspecified) was read as TAAR1 antagonist -5, OXTR potentiator 2, V1aR counter -0.2, OXTR agonist -0.5, M1 ag parental -0.7, CHO parental Ca -9, CHO-K1 Ca antag -4 and CHO-K1 Ca PAM 5.
Screening CCOCCCNCc1ccc(OC)c(OC)c1 returned TAAR1 antagonist -4, OXTR potentiator -11, V1aR counter 1.2, OXTR agonist -0.2, M1 ag parental 0.1, CHO parental Ca -15, CHO-K1 Ca antag -4, CHO-K1 Ca PAM 6 and GPR7 antag -4.
`O=C(NC12CC3CC(CC(C3)C1)C2)N1CCN(C2CCCCC2)CC1` gave TAAR1 antagonist 15, OXTR potentiator -4, V1aR counter 0.0, OXTR agonist 0.8, M1 ag parental 0.5, CHO parental Ca -17, CHO-K1 Ca antag -14, CHO-K1 Ca PAM 7 and GPR7 antag -4.
CC(=O)c1ccc(N2CCC(C(=O)O)CC2)cc1 was read as TAAR1 antagonist 0, OXTR potentiator -4, V1aR counter 0.3, OXTR agonist -0.3, M1 ag parental 0.5, CHO parental Ca 2, CHO-K1 Ca antag -13, CHO-K1 Ca PAM 18 and GPR7 antag -6.
For Cc1cc(Cl)ccc1OC(C)C(=O)NCCc1ccc2c(c1)OCCO2 (stereo unspecified) the results were TAAR1 antagonist -13, OXTR potentiator -8, V1aR counter 0.7, OXTR agonist -2.2, M1 ag parental 3.2, CHO parental Ca -17, CHO-K1 Ca antag -7, CHO-K1 Ca PAM 13 and GPR7 antag 4.
`CCC(=O)N1CCN(c2ccc(NC(=O)COc3ccccc3Cl)cc2)CC1` gave TAAR1 antagonist 16, OXTR potentiator -10, V1aR counter 6.2, OXTR agonist 12, M1 ag parental 11, CHO parental Ca -17, CHO-K1 Ca antag -10, CHO-K1 Ca PAM 14 and GPR7 antag 12.
For CC(C)(C)NC(=S)N/N=C/c1cccnc1 the results were TAAR1 antagonist -4, OXTR potentiator -11, V1aR counter 0.2, OXTR agonist -0.5, M1 ag parental 0.9, CHO parental Ca -9, CHO-K1 Ca antag -6, CHO-K1 Ca PAM 1 and GPR7 antag -11.
Screening CCOC(=O)C1=C(C)N=c2s/c(=C/c3ccccc3)c(=O)n2C1c1ccc(OC)c(OC)c1 (stereo unspecified) returned TAAR1 antagonist -4, OXTR potentiator -1, V1aR counter 0.0, OXTR agonist 0.7, M1 ag parental 0.7, CHO parental Ca -15, CHO-K1 Ca antag -1, CHO-K1 Ca PAM 10 and GPR7 antag -5.
`COc1ccc(OCC(=O)N2CCCC(CO)(CCOc3ccccc3)C2)cc1` (stereo unspecified) gave TAAR1 antagonist -5, OXTR potentiator -6, V1aR counter 7.1, OXTR agonist 4.0, M1 ag parental 3.3, CHO parental Ca -20, CHO-K1 Ca antag -6, CHO-K1 Ca PAM -1 and GPR7 antag 1.
NC(=O)C1CCN(C(=O)c2ccc3c(=O)n(Cc4cccc(Br)c4)c(=S)[nH]c3c2)CC1 was read as TAAR1 antagonist 0, OXTR potentiator -2, V1aR counter 1.1, OXTR agonist 0.9, M1 ag parental 1.2, CHO parental Ca -13, CHO-K1 Ca antag -6, CHO-K1 Ca PAM -15 and GPR7 antag -7.
For Cc1ccc(SCCC(=O)N(C)CC(=O)Nc2c(C)cccc2C)cc1 the results were TAAR1 antagonist 0, OXTR potentiator -4, V1aR counter 4.3, OXTR agonist -0.8, M1 ag parental 4.1, CHO parental Ca -17, CHO-K1 Ca antag -4, CHO-K1 Ca PAM -11 and GPR7 antag -15.
`Cc1nc2c(C#N)c(-c3ccc(Cl)cc3)ccn2n1` gave TAAR1 antagonist -6, OXTR potentiator -9, V1aR counter -0.3, OXTR agonist -0.6, M1 ag parental 0.0, CHO parental Ca 20, CHO-K1 Ca antag -13, CHO-K1 Ca PAM 13 and GPR7 antag 4.
For COc1ccc(CCNC2CC(=O)N(C3CCCCC3)C2=O)cc1OC (stereo unspecified) the results were TAAR1 antagonist -23, OXTR potentiator -3, V1aR counter 0.6, OXTR agonist 0.1, M1 ag parental 0.4, CHO parental Ca -20, CHO-K1 Ca antag 5, CHO-K1 Ca PAM -2 and GPR7 antag -13.
`O=c1ccsn1Cc1ccccc1` gave TAAR1 antagonist 37, OXTR potentiator -4, V1aR counter 8.9, OXTR agonist 3.5, M1 ag parental 1.9, CHO parental Ca -15, CHO-K1 Ca antag -1, CHO-K1 Ca PAM 12 and GPR7 antag 7.
For Cc1ccc(NC(=O)CSc2ncccn2)cc1S(=O)(=O)N1CCCCC1 the results were TAAR1 antagonist -9, OXTR potentiator -4, V1aR counter 1.0, OXTR agonist 0.3, M1 ag parental 1.6, CHO parental Ca -14, CHO-K1 Ca antag -11 and CHO-K1 Ca PAM 20.
`COc1ccccc1NS(=O)(=O)c1cc(NC(=O)COc2ccccc2)ccc1N1CCOCC1` gave TAAR1 antagonist 8, OXTR potentiator -7, V1aR counter 2.1, OXTR agonist 1.4, M1 ag parental 1.1, CHO parental Ca -4, CHO-K1 Ca antag -7 and CHO-K1 Ca PAM 20.
For O=[N+]([O-])c1cccc(-c2ccc(/C=N/Nc3nc(N4CCCCC4)nc(N4CCCCC4)n3)o2)c1 the results were TAAR1 antagonist 52*, OXTR potentiator -6, V1aR counter 0.8, OXTR agonist 0.1, M1 ag parental 1.3, CHO parental Ca -19, CHO-K1 Ca antag 2, CHO-K1 Ca PAM 5 and GPR7 antag 5.
COc1ccc2nc(SCC(=O)NC3CCCC3)c(C)cc2c1 was read as TAAR1 antagonist -31, OXTR potentiator -10, V1aR counter -0.3, OXTR agonist -1.9, M1 ag parental 0.0, CHO parental Ca -23, CHO-K1 Ca antag -10, CHO-K1 Ca PAM 22 and GPR7 antag -7.
`Cc1nn(Cc2cccc(C(=O)N3CCCC(C)C3)c2)c(C)c1[N+](=O)[O-]` (stereo unspecified) gave TAAR1 antagonist -4, OXTR potentiator -5, V1aR counter 4.7, OXTR agonist 0.0, M1 ag parental 1.3, CHO parental Ca -11, CHO-K1 Ca antag -3, CHO-K1 Ca PAM 7 and GPR7 antag 4.
Cc1cc(/C=N\NC(=O)CC(=O)NC2CCCCC2)c(C)n1-c1cccc(Cl)c1Cl was read as TAAR1 antagonist 42, OXTR potentiator -9, V1aR counter 5.6, OXTR agonist 0.7, M1 ag parental 1.3, CHO parental Ca -17, CHO-K1 Ca antag 4, CHO-K1 Ca PAM -2 and GPR7 antag -5.
For Brc1ccc(-c2noc3c2-c2nc(C4CCCCC4)sc2CC3)cc1 the results were TAAR1 antagonist 11, OXTR potentiator -3, V1aR counter 0.5, OXTR agonist -0.1, M1 ag parental 0.7, CHO parental Ca -7, CHO-K1 Ca antag -10 and CHO-K1 Ca PAM 18.
For COc1cc(S(=O)(=O)NCC2COCCO2)ccc1-n1cnnn1 (stereo unspecified) the results were TAAR1 antagonist 8, OXTR potentiator -4, V1aR counter 1.3, OXTR agonist 1.2, M1 ag parental 1.3, CHO parental Ca 4, CHO-K1 Ca antag -26, CHO-K1 Ca PAM 13 and GPR7 antag -6.
Screening CCC(C(=O)NC(C)(C)C)N(Cc1ccc(F)cc1)C(=O)c1snc(C(N)=O)c1N (stereo unspecified) returned TAAR1 antagonist -8, OXTR potentiator 2, V1aR counter -0.1, OXTR agonist -1.6, M1 ag parental 0.7, CHO parental Ca -16, CHO-K1 Ca antag -2, CHO-K1 Ca PAM 12 and GPR7 antag 8.
O=C1c2cccc3cccc(c23)C(=O)N1CCCc1n[nH]c(=S)n1-c1ccccc1 was read as TAAR1 antagonist 2, OXTR potentiator 2, V1aR counter 0.4, OXTR agonist 0.5, M1 ag parental 0.4, CHO parental Ca -8, CHO-K1 Ca antag 17, CHO-K1 Ca PAM -10 and GPR7 antag -9.
Screening O=C(CN1CCN(C(=O)C2CC2)CC1)Nc1ccc(Cl)cc1F returned TAAR1 antagonist 2, M1 ag parental 3.0, CHO-K1 Ca antag -2 and CHO-K1 Ca PAM -3.

Source: PubChem BioAssay
